Compound activity: PubChem, The Scripps Research Institute Molecular Screening Center
TTR transcr act – activators of transthyretin transcription; SH-SY5Y TTR promoter Gaussia luciferase, luminescence; 100% = recombinant luciferase protein wells; activation, % at 16.7 µM; actives 1.3% (n = 92,000); AID 1117267;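 active = activation above the mean of all tested compounds plus 3 SD, cut at about 9.5% in these data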;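 note: cells exposed to compounds for one day before reading; 0% = median of all test compound wells on the plate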
The depositor's hits bear a star.

entry	molecule	TTR transcr act
1	COc1ccc(N2CCN(CCCNC(=O)Cn3c(=O)c4cccn4c4cccnc43)CC2)c(OC)c1	-1.1
2	O=C(O)CC1(CC(=O)Nc2ccc(F)c(Cl)c2)CCCCC1	-1.0
3	Cc1ccccc1C(=O)Nc1nncs1	0.6
4	Cc1ccc(Oc2cnn(-c3ccccc3)c(=O)c2Br)cc1	-0.4
5	COc1cccc(CNC(=O)N2CCN(c3ccccc3)CC2)c1	2.0
6	O=C(C1CCN(C2CCN(CC3CC=CCC3)CC2)CC1)N1CCOCC1 (stereo not drawn)	0.4
7	CN(C)/C=C/C(=O)c1ccc(-c2ccc(Cl)cc2Cl)o1	0.3
8	CCOC(=O)Cn1c(=O)oc2cc(S(=O)(=O)NCCCc3ccccc3)ccc21	2.2
9	O=S(=O)(O)c1ccc(N=NNc2ccc(Br)cc2)cc1	2.9
10	COc1ccc(/C=C2/C(=O)N(c3cccc(F)c3)N=C2C)c(OC)c1	-1.6
11	COc1cccc(/C=N/NC(=O)c2cccc(N3CCCC3=O)c2)c1	-0.6
12	COCCCn1c(SCC(=O)Nc2sc3c(c2C#N)CCCC3)nnc1-c1ccncc1	7.1
13	Cc1cc(C)cc(C(=O)Nc2nnc(SCC(=O)N3CCCc4ccccc43)s2)c1	1.2
14	Cc1ccc(Nc2nc(N)c([N+](=O)[O-])c(NCc3ccco3)n2)cc1C	-1.7
15	CCCc1cc(=O)[nH]c(SCC(=O)Nc2ccccc2C#N)n1	0.0
16	COC(=O)C(NC(=O)CCc1nnc2ccc(N3CCCCC3)nn12)C(C)C (stereo not drawn)	-0.7
17	c1ccc(-c2ccccc2OCCOCCN2CCOCC2)cc1	0.2
18	CCNC(=S)NNC(=O)c1csc(C(C)C)c1	-1.0
19	CCOc1cc(C=O)cc(Br)c1OCC(=O)NCCc1ccccc1	1.7
20	CCCCNC(=O)C1(C)CCC(=O)N1C1CCN(Cc2ccccc2)CC1 (stereo not drawn)	1.0
21	C=C(C)c1cccc(C(C)(C)NC(=O)Nc2nncs2)c1	0.2
22	CC1(C)CC(=O)/C(=C\c2cccc([N+](=O)[O-])c2)C(C)(C)N1	-0.3
23	COc1ccc(CN(C2CCCC2)S(=O)(=O)c2ccc(-n3cnnn3)c(OC)c2)cc1OC	-1.3
24	C/C(CC(=O)Nc1ccccc1C#N)=N\NC(=O)c1ccncc1	0.2
25	Cc1cc(NC(=O)C(C)SCC(=O)OC(C)C(=O)Nc2ccc(F)cc2Cl)no1 (stereo not drawn)	12*
26	Cc1ccc2ccc(C(Nc3ccccn3)c3ccccc3)c(O)c2n1 (stereo not drawn)	-0.2
27	CC1=C(C(=O)OCC2CCCCC2)C(c2ccccc2F)NC(=O)N1 (stereo not drawn)	0.3
28	Cn1c(C(=O)OCC(=O)NCc2ccco2)cc2sccc21	1.9
29	COc1ccc(NC(=O)CSc2n[nH]c(C)c2[N+](=O)[O-])cc1	-1.8
30	Cc1n[nH]c(C)c1CCC(=O)N/N=C/c1c(C)[nH]c2ccccc12	-0.7
31	COc1ccc(NC(=O)CCC(=O)N/N=C/c2ccncc2)cc1	-0.4
32	Cn1cccc1/C=N/n1c(-c2ccc(Cl)cc2)n[nH]c1=S	-4.5
33	COc1ccc(OC)c(C(c2nnnn2CCc2ccccc2)N2CCN(c3ccccc3)CC2)c1 (stereo not drawn)	-0.7
34	Clc1ccc(COc2cccc(CNCc3ccncc3)c2)cc1	-1.5
35	O=C(OCC(=O)N1CCC(c2ccccc2)=N1)c1ccc(Cl)s1	2.0
36	O=C(Cn1ncc(Cl)c(Cl)c1=O)NCC1CCCCC1	-6.5
37	COc1cccc(CNC(=O)CCCn2c(=S)[nH]c3cc4c(cc3c2=O)OCO4)c1	1.5
38	Nc1nc(NC(=O)c2ccc(F)cc2)ns1	-2.3
39	COc1ccc(CN[C@@H]2CC[C@@]34CCCN3C(=O)CCC[C@H]4C2)cc1	-1.9
40	Cc1ccc(/C=C(/NC(=O)c2ccccc2)C(=O)NCCc2c[nH]c3ccccc23)o1	-2.5
41	CCOC(=O)/C(C#N)=N/Nc1ccccc1OC	-0.4
42	COc1ccc(NC(=O)CN(C)S(=O)(=O)c2ccc3c(c2)CCC(=O)N3)c(OC)c1	-0.7
43	CSC1=NCCN1C(=O)c1ccc(Br)o1	0.4
44	C(=N\N1CCN(C(c2ccccc2)c2ccccc2)CC1)/c1ccc2c(c1)OCO2	-1.3
45	Cc1cc(=O)n2c(C(=O)Nc3ccc(C(=O)OC(C)C)cc3)c(C(=O)Nc3ccccc3)sc2n1	-0.5
46	CCN(CC)c1ccc(NC(=O)Cn2c(C(C)NC(=O)c3ccccc3)nc3ccccc32)cc1 (stereo not drawn)	5.2
47	C/C(Cc1ccccc1)=N\NC(=O)CNC(=O)COc1ccccc1	-1.6
48	C=CCN(CC=C)CCCOc1ccccc1C(=O)OC	-1.0
49	CC(C)(C)NC(=O)NC(=O)CSc1n[nH]c(-c2ccccc2Br)n1	2.4
50	Cc1ccc2nc(C)c3c(c2c1)COC3	1.9

(listing goes on)
entry	molecule	TTR transcr act
51	CCCN=C1N(CC)C[C@@H]2[C@@H]3C(=O)N(C)C(=O)[C@@H]3[C@](C)(C(=O)OC)N12	-0.1
52	Cc1ccc(NC(=O)COc2ccc(Br)cc2CO)cc1S(=O)(=O)N1CCOCC1	-4.0
53	CC(=O)N1CC2(CC(c3ccc(Cl)cc3Cl)=NO2)CN1c1cccc(Cl)c1 (stereo not drawn)	8.6
54	O=C(CSc1nnc(-c2ccco2)n1Cc1ccccc1)NC(=O)NCc1ccco1	0.2
55	COc1cccc(C=NCC(C)N=Cc2cccc(OC)c2O)c1O (stereo not drawn)	1.1
56	COc1ccc(OC)c(N(/C(N)=N/c2nc(C)cc(C)n2)S(=O)(=O)c2ccc(NC(C)=O)cc2)c1	-1.0
57	OCC1(CCc2ccccc2)CCN(Cc2ccc(OC(F)F)cc2)CC1	-0.1
58	Cn1c(NC(=O)c2ccc(F)cc2)c(-c2cccs2)c(=O)c2ccccc21	1.1
59	COc1ccc(Oc2nc3c(C)cccn3c(=O)c2/C=C(\C#N)C(N)=O)cc1	-1.7
60	O=[N+]([O-])c1ccc(Cl)c(/C=N/n2c(-c3ccncc3)n[nH]c2=S)c1	-0.7
61	CCc1cc(C(=O)N(CC)CC(=O)Nc2ccc(OC)cc2)sc1C	2.0
62	OCCN(Cc1ccccc1)Cc1ccccc1F	0.3
63	O=C(O)c1cn(-c2ccccc2)nc1-c1ccncc1	-0.5
64	O=C(N=C1c2ccccc2CN1c1ccc(F)cc1)c1ccc(Cl)nc1	4.7
65	C[C@H](NC(=O)[C@@H]1CSC2c3ccccc3C(=O)N21)C(=O)NC1CCCC1 (stereo partly drawn)	3.4
66	CC(C)C[C@H](NC(=O)c1nc[nH]c1C(=O)N1CCc2ccccc2C1)C(=O)OCc1ccccc1	-0.4
67	CC(C)(C)C1CCC(=NNC(=O)C2COc3ccccc3O2)CC1 (stereo not drawn)	-2.0
68	O=C(CSC(=S)N1CCCCC1)Nc1ncc2c(n1)CC(c1ccco1)CC2=O (stereo not drawn)	4.3
69	CCN(CC)S(=O)(=O)c1ccc(C)c(NC(=O)CN2CCN(Cc3ccccc3)CC2)c1	-1.2
70	CCOC(=O)c1cnc2ccc(OC)cc2c1NCCN1CCOCC1	0.2
71	COCCCNC(=O)C1CC(=O)N(CCc2ccccc2)C1 (stereo not drawn)	0.7
72	Cc1ccnc(SCc2cn3c(C)cc(C)nc3n2)n1	-0.5
73	CCOC(=O)[C@]12CCCC=C1N(Cc1ccc(OC)cc1)C(=O)[C@@H]2CC(=O)NCc1ccccc1	0.9
74	Cc1cc(-c2ccc3c(c2)COc2c4ccccc4nn2-3)on1	-0.5
75	O=C(N/N=C1/CCc2ccccc21)C1CC1	3.9
76	Cc1c(C(=O)N2CCc3ccccc32)oc2ccccc12	5.3
77	COCCNC(=O)c1cc(S(=O)(=O)N2CCOCC2)ccc1SCc1cccc(OC)c1OC	-0.5
78	CCOC(=O)CC1(c2ccccc2)CCOC(C)(C)C1 (stereo not drawn)	2.3
79	CSCCC(NC(=O)c1cccc(C)c1)C(=O)Nc1sccc1C(N)=O (stereo not drawn)	4.0
80	CC(=NNc1ccc([N+](=O)[O-])cn1)c1ccccc1	-1.0

Pulled by compound from the list above:
entry	molecule	TTR transcr act
77	COCCNC(=O)c1cc(S(=O)(=O)N2CCOCC2)ccc1SCc1cccc(OC)c1OC	-0.5
80	CC(=NNc1ccc([N+](=O)[O-])cn1)c1ccccc1	-1.0

Later entries:
entry	molecule	TTR transcr act
81	Cc1ccc(OCC(=O)N2CCOCC2)cc1C	3.0
82	Cc1cccc(C(=O)NCC(c2ccc(F)cc2)N2CCOCC2)c1 (stereo not drawn)	3.7
83	O=S1(=O)c2c(cccc2N2CCC[C@@H]2CO)O[C@H]2CCN1C2	4.0
84	CN(c1cnn(-c2ccccc2)c(=O)c1Cl)n1cccc1	-1.6
85	Cc1nn(Cc2ccc(F)cc2)c(C)c1NC(=O)c1cnn2cccnc12	0.6
86	O=C(Cn1c(=O)oc2cc(S(=O)(=O)N3CCCC3)ccc21)NC1CCCc2ccccc21 (stereo not drawn)	1.3
87	Nn1c(C2CCC2)nc2ccccc2c1=O	0.1
88	CCN(c1ccccc1)S(=O)(=O)c1ccc(Cl)c(NC(=O)Nc2ccc(Cl)cc2C#N)c1	-3.6
89	CC(C)(C)NS(=O)(=O)c1ccc(NC(=O)CS(=O)(=O)Cc2ccccc2)cc1	-0.8
90	Cn1cnc2cc(NCc3cccs3)ccc21	-1.7

From compound 86 as far as 90, copied from above:
entry	molecule	TTR transcr act
86	O=C(Cn1c(=O)oc2cc(S(=O)(=O)N3CCCC3)ccc21)NC1CCCc2ccccc21 (stereo not drawn)	1.3
87	Nn1c(C2CCC2)nc2ccccc2c1=O	0.1
88	CCN(c1ccccc1)S(=O)(=O)c1ccc(Cl)c(NC(=O)Nc2ccc(Cl)cc2C#N)c1	-3.6
89	CC(C)(C)NS(=O)(=O)c1ccc(NC(=O)CS(=O)(=O)Cc2ccccc2)cc1	-0.8
90	Cn1cnc2cc(NCc3cccs3)ccc21	-1.7

More results
entry	molecule	TTR transcr act
91	COc1cc(S(=O)(=O)Nc2cccc(C(=O)O)c2)c(OC)cc1Cl	4.5
92	CCn1c(SCC(=O)NC2CC2)nnc1-c1ccc(F)cc1	0.2
93	COc1ccc(OC)c(NC(=O)C2CCCN(S(=O)(=O)c3cccc4nonc34)C2)c1 (stereo not drawn)	2.1
94	O=C(Nc1ccc([N+](=O)[O-])cc1)NN1CCCCCC1	0.5
95	O=C(O)CCCCCCCCCC(=O)c1cccs1	-1.8
96	Cc1ccc(C#N)c(SCCN2CCCCC2)n1	-0.8
97	Cc1cc(C)nc(SCC(=O)Nc2ccc(Br)cn2)n1	7.8
98	CCC[C@H]1CN(c2ccccc2)C(=O)[C@@H]1CC(=O)Nc1ccc(OC)cc1	-1.2
99	Fc1ccccc1COc1ccc(-c2nnn(Cc3ccccc3F)n2)cc1	-0.8
100	Cc1ccnc(NC(=O)c2ccccc2NC(=O)c2ccc(Cl)cc2Cl)c1	6.7

By substructure: the entries above with a tert-butyl group.
entry	molecule	TTR transcr act
49	CC(C)(C)NC(=O)NC(=O)CSc1n[nH]c(-c2ccccc2Br)n1	2.4
67	CC(C)(C)C1CCC(=NNC(=O)C2COc3ccccc3O2)CC1 (stereo not drawn)	-2.0
89	CC(C)(C)NS(=O)(=O)c1ccc(NC(=O)CS(=O)(=O)Cc2ccccc2)cc1	-0.8

(more compounds)
entry	molecule	TTR transcr act
101	O=C1NC(Cc2ccccc2)c2nc3ccc(Br)cc3c(=O)n2-c2cc3ccccc3cc21 (stereo not drawn)	-0.7
102	CC12C=CC3(O1)C(C(=O)N1CCCOC13)C2C(=O)O (stereo not drawn)	-0.1
103	O=C(O)c1cccc(-c2ccc(/C=c3/sc4nc5ccccc5n4c3=O)o2)c1	-1.4
104	O=[N+]([O-])c1ccc(CN2[C@H](COCc3ccccc3)[C@@H](N3CCCC3)CS2(=O)=O)cc1	-0.6
105	O=C(CC[C@H]1O[C@@H](n2ccc(=O)[nH]c2=O)[C@H](O)[C@@H]1O)N[C@@H](Cc1ccccc1)C(=O)NCc1ccccc1	15*
106	COc1ccc(C(=O)c2ccc(OC)cc2OC)cc1	-1.2
107	O=C(Cc1ccccc1)NCC(=O)N/N=C/c1cccs1	-0.3
108	CC(C(=O)N1CCOCC1)N1C(=O)c2cccc3cccc(c23)C1=O (stereo not drawn)	0.2
109	COc1cc(C2(c3ccc(O)c(OC)c3)C(=O)Nc3c(Br)cc(Br)cc32)ccc1O	3.0
110	Cc1ccc(CNC(=O)[C@H]2O[C@@H](n3cnc4c(N)ncnc43)[C@H](O)[C@@H]2O)o1	1.5
111	Cc1cc(C)n2nc(C(=O)Nc3ccc4c(c3)OCO4)cc2n1	-0.9
112	N#CC(c1ccccc1)c1ccc(=O)[nH]n1 (stereo not drawn)	-1.5
113	O=C(CC1C(=O)NCCN1Cc1cccc(Oc2ccccc2)c1)NCCn1cccn1 (stereo not drawn)	2.7
114	CCN1CCC(NC(=O)Nc2cc(Cl)ccc2OC)CC1	-2.0
115	Cc1c(NC(=O)Nc2ccc3c(c2)OCO3)c(=O)n(-c2ccccc2)n1C	-0.8
116	COc1cc(CC(=O)Nc2cccc(C(F)(F)F)c2)cc(OC)c1OC	-1.3
117	CC1Sc2ccc(S(=O)(=O)NCCc3ccc(S(N)(=O)=O)cc3)cc2NC1=O (stereo not drawn)	-0.6
118	CS(=O)(=O)Nc1ccc(C(=O)Nc2ccccc2-c2ccccc2)cc1	0.8
119	CCCCCCCCN1C(=O)[C@H](CC(=O)N2CCN(C(=O)C3CC3)CC2)C[C@@]2(C(=O)OC)CC(C)(C)CC=C12	-1.6
120	COc1ccccc1N1CC(C)C(=O)NC1=S (stereo not drawn)	-0.9
121	COc1ccc(C(=O)NC(=S)Nc2ccccc2[N+](=O)[O-])cc1OC	0.4
122	Cc1ccccc1OCC(O)Cn1c(=N)n(CCN2CCOCC2)c2ccccc21 (stereo not drawn)	1.0
123	Cc1ccc2[nH]cc(CCNC(=O)/C=C/c3ccco3)c2c1	-0.4
124	CCn1c(=O)n(CC(=O)NCC2CCCO2)c(=O)c2c3c(sc21)CCCC3 (stereo not drawn)	4.4

These rows are one share of the data, so the mix of outcomes need not match the whole.
